# ERa coact pot: enhancers of ERα–SRC-1 coactivator binding, primary screen, biochemical, TR-FRET, ERα LBD, low estradiol; Estrogen receptor (Homo sapiens), P03372; 86,000 tested, 1.3% active; TR-FRET ERalpha-LBD/SRC-Cy5 coactivator binding, 2 h; 100 = basal binding, no effect; AID 639, 2007; coactivator binding (% of control), % at 25.6 µM; in the data active means activity above about 200%;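 further: binding measured in presence of low estradiol as agonist stimulus; 0% = peptide alone without receptor and 100% = receptor with peptide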
# PLK1 PBD inh: Plk1 polo box domain binding inhibitors, primary screen, biochemical, fluorescence polarization. AID 693, 2007. inhibition, %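 (tested at about 20 µM)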. Plk1 PBD phosphopeptide binding. 97,000 tested, 0.13% active. Serine/threonine-protein kinase PLK1 (Homo sapiens), P53350; in the data active means inhibition above about 34%, passing the limit was not always enough
# PLK1 inh: human PLK1 kinase inhibitors, primary screen, biochemical, TR-FRET. recombinant PLK1 kinase, TR-FRET peptide phosphorylation. 97,000 tested, 0.53% active. inhibition, % at 10 µM;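 active means inhibition of 50% or more in the single-concentration screen; inactive means inhibition below 50%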;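 further: 0% = DMSO max control and 100% = H-89 dihydrochloride min control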
# FAK blocker: FAK kinase inhibitors, primary screen, biochemical. biochemical FAK kinase activity assay. inhibition, %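 (tested at 7 µM)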. 97,000 tested, 0.84% active. AID 727, 2007; in the data active means inhibition above about 19%;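 further: 0% = DMSO and 100% = reference compound high control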
# Mac1 fbg enh: enhancers of CD11b/CD18 adhesion to fibrinogen, primary screen, K562 cells, luminescence. ATPlite luminescence. activation, % at 10 µM. 93,000 tested, 0.07% active. Integrin beta-2 (Homo sapiens) + Integrin alpha-M (Homo sapiens), P05107+P11215. AID 1499, 2009;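 active means 10 µM primary screen giving 50% or more activity, confirmed by 40% or more on retest at that dose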; further: strong numbers were not always called active
# Target sequence (P05107 whole entry, looked up, other chains not shown): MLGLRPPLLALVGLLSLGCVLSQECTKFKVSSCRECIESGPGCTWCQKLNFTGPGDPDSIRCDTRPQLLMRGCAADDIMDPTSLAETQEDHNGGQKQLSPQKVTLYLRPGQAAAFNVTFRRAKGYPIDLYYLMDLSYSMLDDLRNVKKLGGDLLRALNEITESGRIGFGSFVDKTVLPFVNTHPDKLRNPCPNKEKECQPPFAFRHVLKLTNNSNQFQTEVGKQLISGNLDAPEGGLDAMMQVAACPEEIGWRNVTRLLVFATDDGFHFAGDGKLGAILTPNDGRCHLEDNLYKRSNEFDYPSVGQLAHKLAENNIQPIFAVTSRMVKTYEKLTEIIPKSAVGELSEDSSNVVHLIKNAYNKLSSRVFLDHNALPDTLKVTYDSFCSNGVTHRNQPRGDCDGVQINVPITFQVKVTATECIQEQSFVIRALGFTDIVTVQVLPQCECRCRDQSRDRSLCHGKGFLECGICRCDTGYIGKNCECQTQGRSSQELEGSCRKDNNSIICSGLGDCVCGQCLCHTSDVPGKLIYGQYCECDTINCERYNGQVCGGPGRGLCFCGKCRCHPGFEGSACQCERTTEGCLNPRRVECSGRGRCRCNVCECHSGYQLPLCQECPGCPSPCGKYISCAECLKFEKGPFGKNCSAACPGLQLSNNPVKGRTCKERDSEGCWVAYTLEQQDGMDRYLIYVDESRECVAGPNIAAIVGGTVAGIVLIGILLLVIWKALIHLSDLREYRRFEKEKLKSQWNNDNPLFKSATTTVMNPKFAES
# HIV Rev-RRE inh: HIV-1 Rev-RRE binding inhibitors, primary screen, biochemical, FRET, protein-RNA interaction. P05866. Rev peptide-RRE RNA binding. inhibition, % at 8 µM. 97,000 tested, 0.79% active;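 active means inhibition above the screen-wide mean plus 3 SD, cut at about 35% in these data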;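 further: 0% = median DMSO wells and 100% = median Neomycin B control wells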
# Target sequence (P05866 whole entry, looked up): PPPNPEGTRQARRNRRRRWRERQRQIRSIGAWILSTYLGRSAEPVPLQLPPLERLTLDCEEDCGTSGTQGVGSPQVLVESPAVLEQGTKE
#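 Material: labelled RRE RNA duplex and labelled Rev peptide / Buffer or medium: HEPES pH 7.5 salt buffer with EDTA / Compound dosing: single point, 8 µM final nominal compound concentration / Benchmarks: DMSO low control, neomycin B high control / Timing: 5 min preincubation and 15 min binding, 25 °C / Technique: FRET fluorescence readout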
# CD11b adhes inh: inhibitors of CD11b/CD18 adhesion to fibrinogen, primary screen, K562 cells, luminescence; Integrin beta-2 (Homo sapiens) + Integrin alpha-M (Homo sapiens), P05107+P11215; ATPlite luminescence; Mn2+ added to activate the integrin; inhibition, % at 10 µM; 93,000 tested, 0.54% active; AID 1497, 2009;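 active means primary inhibition of 50% or more at 10 µM, then 40% or more on retest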; further: some results filed as inactive read as strong as hits
# ERb SRC1 inh: inhibitors of ERβ-SRC1 coactivator interaction, primary screen, biochemical, TR-FRET, ERβ LBD, SRC-1 peptide | Estrogen receptor beta (Homo sapiens), Q92731 | 86,000 tested, 1.3% active | TR-FRET ER-beta LBD / SRC1-Cy5 peptide binding; receptor agonist-loaded with 1 µM estradiol | inhibition, % at 25.6 µM;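 active means compounds whose percent inhibition of the receptor-coactivator binding signal exceeds about 50% in the single-dose screen, limit read from the data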;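 further: 0% = receptor plus peptide wells without compound and 100% = peptide-only wells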
# ERa SRC1 inh: ERα–SRC-1 coactivator interaction inhibitors, primary screen, biochemical, TR-FRET, ERα LBD, estradiol-bound | TR-FRET ER-alpha LBD / SRC-1 peptide | inhibition, % at 25.6 µM | 86,000 tested, 1.7% active | AID 629, 2007; in the data active means inhibition above about 50%;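 further: 0% = receptor plus peptide control and 100% = peptide only without receptor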
# Numbers without * were called inactive; . = no result given; [ ] = remark or other dose.
SMILES,ERa coact pot,PLK1 PBD inh,PLK1 inh,FAK blocker,Mac1 fbg enh,HIV Rev-RRE inh,CD11b adhes inh,ERb SRC1 inh,ERa SRC1 inh
CCCCn1nc2cc(C(=O)NCC3CC3)ccc2c1OCC,.,-10,-7,-5,.,-1,.,.,.
C(=N\n1cncn1)/c1ccc(N2CCOCC2)cc1,.,-7,-5,-2,-2,6,-6,.,.
CC1(C)C2CCC1(C)C(OC(=O)CC(=O)O)C2 (stereo not drawn),108,23,-10,2,4,10,10,-2,-7
Cc1ccccc1-c1nc(CS(=O)(=O)CC(=O)NCCCN2CCCC2=O)c(C)o1,93,.,.,.,0,.,14,10,1
COC(=O)c1cc2sccc2n1CC(=O)Nc1cc(OC)cc(OC)c1,.,9,-2,6,0,1,13,.,.
CNC(=O)COc1ccccc1C(=O)Nc1ccc2c(c1)oc1ccccc12,132[fluorescence artefact?],4,-24,1,0,5,3,10[fluorescence artefact?],14[fluorescence artefact?]
Cc1cc(C)nc(N2CCN(c3nc(C)cc(C)n3)CC2)n1,125[fluorescence artefact?],3,-7,-2,7,1,10,-6,-10
CCOCCCNc1nc2c(c(=O)n(C)c(=O)n2C)n1CCCc1ccccc1,122,-20,-7,3,1,-2,-2,-21,-29
CCOC(=O)c1c(N)sc2c(NC(C)=O)cccc12,85,-24,-5,6,-3,2,-3,1,5[fluorescence artefact?]
COc1ccc2nc(NC(C)=O)sc2c1,102,-1,-5,12,.,5,.,-2,-3
COc1ccc2c(c1)nc(SCC(=O)C(C)(C)C)n2C,.,-12,-3,5,0,4,-17,.,.
O=C(OC1CCOC1=O)c1ccc(-c2nc3ccccc3s2)s1 (stereo not drawn),103[fluorescence artefact?],6,-14,1,-4,3,21,15,26[fluorescence artefact?]
CCN1CCN(CCCNC(=O)c2cn(CCOC)c(=O)c3c2c2ccccc2n3C)CC1,121,-12,-4,0,-4,6,-29,-2[fluorescence artefact?],-2[fluorescence artefact?]
CCCCn1c(=S)[nH]c2c(oc3ccc(Cl)cc32)c1=O,168,-13,-5,-5,.,5,.,12[fluorescence artefact?],10[fluorescence artefact?]
c1ccc(N2CCN(Cc3cn4cccnc4n3)CC2)cc1,86,-16,-14,-3,-1,-2,-7,1[fluorescence artefact?],7
NC1=C(c2ccc(F)cc2)C(=O)CS1,103,.,.,.,-2,.,-30,-3,-9[fluorescence artefact?]
O=C(CCN1C(=O)c2ccccc2C1=O)Nc1ccc(-c2cn3ccsc3n2)cc1,103[fluorescence artefact?],9,-9,1,1,-3,11,-3[fluorescence artefact?],-9[fluorescence artefact?]
OC(CCN1CCOCC1)(c1ccc(Cl)cc1)C1CCCCC1 (stereo not drawn),103,-23,-4,4,5,9,-20,-2,-4
Cc1ccccc1CSCC(=O)NC1CCCC1,98,26,-4,2,-3,6,-3,7,-3
CCn1c(CCC(=O)Nc2cc(F)ccc2C)nc2cc(S(=O)(=O)N(C)C)ccc21,105,.,.,.,1,.,-5,0,3
Cc1[nH]c2ccccc2c(=O)c1CN(C)Cc1ccccc1,96,-13,-10,2,1,0,-6,13,16
Cc1ccc(O)c(C(=O)CC(=O)c2cccc(F)c2)c1,102,.,.,.,0,.,54,2,11
CCCN(CCC)CCNc1c(N2CCN(C(=O)OCC)CC2)c(=O)c1=O,114,8,-7,-1,-2,7,-12,-7[fluorescence artefact?],-6
O=S(=O)(N1CCCCC1)n1c(Cc2ccccc2)nc2ccccc21,69[fluorescence artefact?],3,-4,3,1,13,-16,-4,-3
O=C1CCCC2=C1C(Cc1ccccc1)C1=C(CCCC1=O)O2,108,-1,5,13,-6,-1,-9,2,20

# 5 entries drawn at random from those above, as already listed:
SMILES,ERa coact pot,PLK1 PBD inh,PLK1 inh,FAK blocker,Mac1 fbg enh,HIV Rev-RRE inh,CD11b adhes inh,ERb SRC1 inh,ERa SRC1 inh
Cc1[nH]c2ccccc2c(=O)c1CN(C)Cc1ccccc1,96,-13,-10,2,1,0,-6,13,16
CCCCn1c(=S)[nH]c2c(oc3ccc(Cl)cc32)c1=O,168,-13,-5,-5,.,5,.,12[fluorescence artefact?],10[fluorescence artefact?]
NC1=C(c2ccc(F)cc2)C(=O)CS1,103,.,.,.,-2,.,-30,-3,-9[fluorescence artefact?]
c1ccc(N2CCN(Cc3cn4cccnc4n3)CC2)cc1,86,-16,-14,-3,-1,-2,-7,1[fluorescence artefact?],7
CCCCn1nc2cc(C(=O)NCC3CC3)ccc2c1OCC,.,-10,-7,-5,.,-1,.,.,.

# The list goes on:
SMILES,ERa coact pot,PLK1 PBD inh,PLK1 inh,FAK blocker,Mac1 fbg enh,HIV Rev-RRE inh,CD11b adhes inh,ERb SRC1 inh,ERa SRC1 inh
CCOC(=O)c1cc(-c2ccc(C#N)cc2)nc2c1c(C)nn2CCC#N,106,8,-11,1,22,13,11,5[fluorescence artefact?],5[fluorescence artefact?]
N#CC1=C(SCC(=O)Nc2nccs2)NC(=O)CC1c1ccccc1 (stereo not drawn),.,4,6,1,-5,5,-12,.,.
C=CCOc1c(Cl)cc(C2NC(=O)NC(C)=C2C(=O)OC)cc1Cl (stereo not drawn),101,-22,4,4,5,14,-4,-8,-10
Cc1oc2c(CN3CCCC3)c(O)ccc2c(=O)c1-c1ccc(Br)cc1,112,8,-2,-4,-4,9,8,-5,-5
Cc1ccc(C(=O)Nc2nnc(-c3ccncc3)s2)o1,146,.,.,.,-2,.,2,-2[fluorescence artefact?],-2
CCC(NC(=O)Nc1cc(OC)c(OC)c(OC)c1)(C(F)(F)F)C(F)(F)F,109,-18,-10,2,3,-3,15,10,1
O=C(CN1C(=O)c2ccccc2C1=O)Nc1nc(-c2cccc([N+](=O)[O-])c2)cs1,101,22,-12,-2,1,10,4,10,3
Cc1ccc(C(=O)NCc2occc2C(=O)O)o1,.,3,-12,0,0,3,-15,.,.
O=C(NCc1ccco1)c1ccc2c(=O)n(CCC3=CCCCC3)c(=O)[nH]c2c1,122,-1,-19,-1,62,2,-11,18[fluorescence artefact?],17[fluorescence artefact?]
O=C(COc1ncnc2sccc12)Nc1ccc2c(c1)OCCO2,79,1,-7,0,3,8,8,17,23
C=CCn1c(C)cc(-c2csc(N)n2)c1C,.,-10,-6,6,-2,4,1,.,.
Nc1nonc1-c1noc(-c2ccccc2Br)n1,90,-14,9,-2,.,4,.,-26[fluorescence artefact?],-23
COc1cccc(C(=O)N2CCN(S(=O)(=O)Cc3ccccc3)CC2)c1OC,115,-3,-4,2,.,-2,.,-10[fluorescence artefact?],-4
COC(=O)CNC(=O)C(C)(C)Oc1ccc(Cl)cc1,105,-7,-1,-1,-2,12,-3,4,0
Cc1ccc2nc(C3CCN(CC(=O)N4CCCCCC4)CC3)[nH]c2c1,92,1,-10,-1,4,7,-10,5,9
COCCNS(=O)(=O)c1ccccc1,109,1,-3,-2,-1,5,-2,3[fluorescence artefact?],8[fluorescence artefact?]
CCC(C)NC(=O)c1cn(CC)c2ccc(S(=O)(=O)N(C)C)cc2c1=O (stereo not drawn),111,-1,-6,3,.,3,.,13,2
O=C1NC(Cc2c[nH]c3ccccc23)C(=O)N1c1ccc(F)cc1 (stereo not drawn),117,6,4,-4,-2,9,0,-2,-1
CC(Oc1cccc2c1OC(C)(C)C2)C(=O)O (stereo not drawn),109,-10,-5,-2,.,8,.,-5,-46
CCOc1ncccc1C(=O)Oc1ccc2c(c1)OCO2,97[fluorescence artefact?],0,-11,-2,-2,-5,-27,8[fluorescence artefact?],6
Cc1ccc(S(=O)(=O)N2CCN(Cc3ccccc3C(F)(F)F)CC2)cc1,112,5,-11,0,.,14,.,0,-2
COC(=O)c1sccc1NC(=O)CSc1ccccc1NS(=O)(=O)c1cc(Cl)ccc1Cl,.,4,-5,4,-12,10,102,.,.
COc1ccc(CN(CCCN2CCOCC2)C(=O)Nc2cccc(Cl)c2)cc1OC,110,-27,-1,1,8,8,-5,-1[fluorescence artefact?],9[fluorescence artefact?]
Cc1ccc(C(=O)CSc2nnc(Cn3nnc4ccccc43)n2C)cc1,106,-11,-5,-1,0,6,-17,-11[fluorescence artefact?],10[fluorescence artefact?]
O=C(O)C1CC1C(=O)N1CCN(c2ccc(Cl)c(Cl)c2)CC1 (stereo not drawn),89,4,-13,1,-2,9,-8,0,0
# Later entries
SMILES,ERa coact pot,PLK1 PBD inh,PLK1 inh,FAK blocker,Mac1 fbg enh,HIV Rev-RRE inh,CD11b adhes inh,ERb SRC1 inh,ERa SRC1 inh
CC(CN1CCCCC1)OC(=O)C1c2ccccc2Oc2ccccc21 (stereo not drawn),106,-47,1,0,0,-2,6,-17,-15
Cc1ccccc1-c1nc(CN2CCC(C(=O)NCCCN3CC(C)CC(C)C3)CC2)c(C)o1 (stereo not drawn),141,14,-9,-1,-1,2,-3,0,-3
COc1ccccc1Oc1cc(F)nc(N)n1,.,6,-9,0,0,7,-7,.,.
S=c1nc(C2CCCCC2)[nH][nH]1,73,-7,-14,0,0,0,-9,-7,-2
Cc1cc(C)c2[nH]c(=O)c(C(c3nnnn3CC3CCCO3)N3CCCC(C)C3)cc2c1 (stereo not drawn),118,5,-1,7,2,6,-30,5,12
CCC(CC)c1nnc(NC(=O)Oc2ccccc2)s1,123,-1,-15,0,.,1,.,-3[fluorescence artefact?],-8
Cc1ccc(C)c(-n2c(N)c(C(N)=O)sc2=S)c1,123,4,-3,-6,.,2,.,-7,-4
O=C(Nc1ccc(O)cc1C(=O)O)c1cccc(Br)c1,77,.,.,.,-3,.,-4,7,6
COc1cc(NC(=O)CSc2nc(C)cs2)cc(OC)c1,.,3,-8,1,.,1,.,.,.
CCOC(=O)C(C)c1ccc2cc(OC)ccc2c1 (stereo not drawn),88,2,-5,5,.,5,.,-11,11
CCC(C)(C)n1nnnc1C(c1cc2cc(C)ccc2[nH]c1=O)N1CCCc2ccccc21 (stereo not drawn),44[fluorescence artefact?],6,0,2,0,13,6,-3,4
Cc1ccnc(SCCn2c(N3CC(C)CC(C)C3)nc3c2c(=O)n(C)c(=O)n3C)n1 (stereo not drawn),103,3,0,-6,-3,5,4,-3,-5
C=C(C)C1CC=C(CN2CCC(O)CC2)CC1 (stereo not drawn),100,15,-9,2,-4,10,3,-2,1
CCn1c(SC)nc(O)c(C(c2ccc(OC)c(O)c2)c2c(O)nc(SC)n(CC)c2=O)c1=O,.,14,-10,-3,0,7,4,.,.
C1CCC(NC2=NCCC2)CC1,112,12,-15,1,-3,5,-16,-1[fluorescence artefact?],4
O=C(c1ccco1)N1CCN(c2nc(C3CC3)nc3c2nnn3Cc2ccccc2Cl)CC1,89,-10,-9,-1,.,-2,.,-17,-14
c1ccc(-c2c[nH]c3[n+]2CCCCC3)cc1,100,22,-9,-1,0,1,-44,-1,3[fluorescence artefact?]
COc1ccnc(CSC(N)=Nc2ccccc2OC)c1,99,-2,-19,-2,.,7,.,-2[fluorescence artefact?],-2[fluorescence artefact?]
COc1cc(C(=O)OCC(=O)NCc2ccccc2)cc(NC(=O)c2ccco2)c1OC,156,15,-34,-1,-2,1,-8,20[fluorescence artefact?],46[fluorescence artefact?]

# High-throughput results deposited in PubChem by several laboratories.
